Screening results (PubChem)
FECH inh: inhibitors of human ferrochelatase, primary screen, biochemical, purified FECH, Ni-mesoporphyrin absorbance; 20,000 compounds, 3.3% hits; Ni-mesoporphyrin absorbance 550 nm; AID 1671448, 2021; Ferrochelatase, mitochondrial (Homo sapiens), P22830; calls only at 10 µM (by protocol);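 active = enzyme reaction rate more than 3 SD below the solvent-only control wells on the same plate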;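 note: lower slope than DMSO wells means FECH inhibition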
Target sequence (P22830 whole entry, looked up): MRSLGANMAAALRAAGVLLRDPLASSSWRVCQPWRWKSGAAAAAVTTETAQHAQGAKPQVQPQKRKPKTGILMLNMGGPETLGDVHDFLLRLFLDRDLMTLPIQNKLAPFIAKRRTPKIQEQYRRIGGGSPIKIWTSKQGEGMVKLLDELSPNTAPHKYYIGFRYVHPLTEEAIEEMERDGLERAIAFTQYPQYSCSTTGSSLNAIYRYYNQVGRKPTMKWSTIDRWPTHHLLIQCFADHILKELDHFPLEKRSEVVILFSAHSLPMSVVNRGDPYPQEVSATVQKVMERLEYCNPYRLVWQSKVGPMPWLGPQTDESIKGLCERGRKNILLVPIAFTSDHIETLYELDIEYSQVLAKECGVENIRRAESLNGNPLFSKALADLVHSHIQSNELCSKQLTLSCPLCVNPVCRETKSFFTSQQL
Calls only; i = inactive; + = active, no number. Only part of the results is shown (hit frequency here may not be typical).

SMILES | FECH inh
COc1ccc(-c2ccc(C(=O)N(C)CC3(C)CCN(C)C3)o2)cc1 (stereo not given) | i
O=C(CC1CCN(S(=O)(=O)c2ccccc2)CC1)NCc1ccccn1 | i
NS(=O)(=O)c1ccc(NC(=O)c2ccc3c(c2)CCN3S(=O)(=O)c2ccccc2)cc1 | i
C/C=C/Cc1nnc(C(=O)N2CCC(O)(CO)C2)o1 (stereo not given) | i
c1ccc(COCC2NCCc3[nH]cnc32)cc1 (stereo not given) | i
CCC(COC)Nc1nc(-c2cccnc2)nc2c1CCN(C(C)=O)C2 (stereo not given) | i
CC(C)(C)CNC(=O)c1nc[nH]c1C(=O)N1CCN(Cc2ccccc2)CC1 | i
CCCC(=O)Oc1ccc(Nc2cc(C)nc3nc(-c4cccnc4)nn23)cc1 | i
CCc1nc(N2CCC(N3CCCC(C(=O)N4CCCC4)C3)CC2)ncc1C (stereo not given) | i
COc1cccc(-c2cc(N3CCN(C(=O)Nc4cc(Cl)c(OC)cc4OC)CC3)ncn2)c1 | i
CC(C)CCNC(=O)CSc1nc(-c2ccc3c(c2)OCO3)nc2cc(=O)[nH]n12 | i
CCOC(=O)c1cc2ccsc2n1CC(=O)Nc1ccc(Cl)cc1 | i
Cc1ncsc1CCC(=O)NCc1csc(N2CCCC2)n1 | i
CC(C)c1ccc(S(=O)(=O)NCc2nc3cccnc3n2Cc2ccccc2Cl)cc1 | i
Cc1cc(C)n(C2CCN(C(=O)c3cn4c(n3)CNCC4)C2)n1 (stereo not given) | i
CCCNC(=O)C1CCC(Cn2c(=O)c3sccc3n(CC(=O)N3CCCCCC3)c2=O)CC1 (stereo not given) | i
c1coc(CCNc2ncnc3oc4c(c23)CCCC4)c1 | i
NC(=O)c1cccc(CC2CCN(C(=O)CCOc3ccccc3)C2)c1 (stereo not given) | i
Cc1cccc(CN2CCN(CC(=O)Nc3ccc(F)cc3)S2(=O)=O)c1 | +
CC(C)(C)c1ccc(-c2nc3nc(CN4CCc5ccccc5C4)cc(=O)n3[nH]2)cc1 | +
O[C@@H]1CN(c2nc(-c3ccccc3)no2)CC[C@H]1c1ccc2c(c1)OCO2 | i
CCn1ccc2c(CN3CCOCC(CN(C)C)C3)cccc21 (stereo not given) | i
COCCNC(=O)C1CCN(c2ccc(-c3cccs3)nn2)CC1 | i
CCCn1cnc2nc(CSc3ccccc3NC(=O)c3cccc(Br)c3)cc(=O)n21 | +
CN(CC1CCCCO1)C(=O)c1cn[nH]c1-c1cccc(F)c1 (stereo not given) | i
CCc1ccccc1Nc1cc(C)nc2nc(-c3cccnc3)nn12 | i
CC(c1ccc(-c2coc3ccccc3c2=O)cc1)N1CCOCC1 (stereo not given) | i
CCc1ccc(-n2c(CN3CCN(S(=O)(=O)c4ccc(F)cc4)CC3)nc3cccnc32)cc1 | i
CN1C[C@H](NC(=O)Nc2ccccc2Oc2ccccc2)C[C@H]1CO | i
CCc1nc(CN2C[C@H](N(C)C)C[C@H]2CO)c(C)[nH]1 | i
O=C(NC1CCCCC1)c1nc[nH]c1C(=O)N1CCC(O)(c2ccc(Cl)cc2)CC1 | i
COc1cccc(-c2nc(CSc3nc(-c4ccncc4)cc(=O)[nH]3)c(C)o2)c1OC | i
CCC(CO)N(Cc1ccco1)C(=O)c1scc2c1OCCO2 (stereo not given) | i
CN1C(=O)c2ccccc2Sc2cc(-c3noc(-c4ccnn4C)n3)ccc21 | i
CN(C)C1CCCN(C(=O)c2ccccc2Cc2ccc(Cl)cc2)CC1 (stereo not given) | i
COc1ccccc1CN(C(=O)c1ccc(C)c(N2CCNC2=O)c1)C1CC1 | i
COc1ccc(C)cc1NC(=O)Cn1ccnc1-c1nccn1C | i
COCCCNC(=O)C1CCN(c2ccc(-c3ccc(F)cc3)nn2)CC1 | i
CCCC(=O)Nc1cccc(OCc2cc(=O)n3cc(Cl)ccc3n2)c1 | i
CCOC(=O)C(=O)Nc1cc(C)nn1-c1ncnc2c1cnn2-c1ccc(F)cc1 | i
CC(C)Cn1c(CNS(=O)(=O)c2ccc3c(c2)CCCC3)nc2cccnc21 | i
Cc1cc(Sc2ccc(NC(=O)Nc3ccc(Br)cc3F)cc2)n2ncnc2n1 | i
COCCn1c(CCCC(=O)NCc2ccccn2)nc2cccnc21 | i
Cc1[nH]cnc1C(=O)NCc1nc(-c2cccc(F)c2)c(-c2ccccn2)[nH]1 | i
CCCNC(=O)Cn1c(=O)n(CC2CCC(C(=O)N3CCCCCC3)CC2)c(=O)c2sccc21 (stereo not given) | i
O=S(=O)(NCc1nc2cccnc2n1C1CC1)c1ccccc1 | i
COCc1cc(Cn2cnc(-c3ccccc3)c2-c2cccnc2)[nH]n1 | i
O=C1C[C@H]2CC[C@@H](CN1)N2C(=O)C1c2ccccc2-c2ccccc21 | i
CC(C)CNC(=O)c1[nH]cnc1C(=O)NC1CCCCNC1=O (stereo not given) | i
O=C(CCNC(=O)c1ccccc1F)NCCN1CCOCC1 | i
CCOc1ccc(CCNC(=O)c2nc3ccccc3n(C)c2=O)cc1OCC | i
CC(=O)N[C@H]1CCN(CC(=O)Nc2ccc(Cl)c(C)c2)C1 | i
CCNc1ccnc(N2CCN(Cc3cnc(N4CCCC4)nc3)CC2)n1 | i
Cc1ccn2c(=O)cc(COc3cccc(NC(=O)CCc4ccccc4)c3)nc2c1 | i
COc1ccc(N2CCCS2(=O)=O)cc1NC(=O)COc1ccccc1C | i
CCc1cc(NC(C)Cn2cccn2)nc(N2CCOCC2)n1 (stereo not given) | i
Cc1nnsc1CN(C)C(=O)c1c(O)cccc1O | i
Cc1ccc(C2=CC(c3ccccc3)n3nc(N4C(=O)CCC4=O)nc3N2)cc1 (stereo not given) | i
Cc1cc(C)n(CCc2c(-c3ccccc3)ncn2C(C)Cn2cccn2)n1 (stereo not given) | i
C=CCNS(=O)(=O)c1ccc(N2C(=O)CCS2(=O)=O)cc1 | i
Next section:
SMILES | FECH inh
CCc1nc(C)c(C(=O)NCCN2CCN(c3ncccn3)CC2)s1 | i
CCCCN(Cc1nc2nc(C)cc(C)n2n1)C(=O)c1ccccc1 | i
Cc1cc(N2CCCC2)nc(Nc2ccc(NC(=O)c3ccc(I)cc3)cc2)n1 | i
Cc1ccccc1NC(=O)Cn1c(=O)n(CC2CCC(C(=O)NC(C)C)CC2)c(=O)c2sccc21 (stereo not given) | i
CNCCNC(=O)c1cnc(N(C)C)nc1C | i
CC1(CCc2c[nH]c3ccccc23)NCCc2[nH]cnc21 (stereo not given) | i
CCCc1cc(Sc2ccc(NS(=O)(=O)c3ccc(F)cc3)cc2)n2ncnc2n1 | i
CCC(=O)Nc1cc(Cl)ccc1OCc1cc(=O)n2oc(C)cc2n1 | i
CC(C)C(NC(=O)c1ccco1)C(=O)N1CCC(c2nc(-c3ccccc3)no2)CC1 (stereo not given) | i
COc1cc(N2CCN(Cc3ccc(C(C)(C)C)cc3)CC2)nc(N)n1 | i
CCCC(=O)N(Cc1nc2nc(C)cc(C)n2n1)c1ccccc1OC | i
CCCN1CCN(C(=O)C2CCN(c3ccc(-c4cccs4)nn3)CC2)CC1 | i
Cc1oc(C(C)C)cc1C(=O)NCCC1CCCN(C)C1 (stereo not given) | i
Cc1ccc(-c2nnc(-c3nc(N(C)Cc4ccco4)c4ccccc4n3)o2)cc1 | i
O=C(O)c1cc(NS(=O)(=O)c2ccc(F)cc2)cnc1N(Cc1ccccc1)Cc1ccccc1 | i

Marked active in FECH inh (from the list above):
SMILES | FECH inh
Cc1cccc(CN2CCN(CC(=O)Nc3ccc(F)cc3)S2(=O)=O)c1 | +
CC(C)(C)c1ccc(-c2nc3nc(CN4CCc5ccccc5C4)cc(=O)n3[nH]2)cc1 | +
CCCn1cnc2nc(CSc3ccccc3NC(=O)c3cccc(Br)c3)cc(=O)n21 | +

Next section.
SMILES | FECH inh
Cc1noc(C)c1CNC(=O)[C@H](N)CC(C)C | i
O=C(CSCc1nc(-c2ccc(F)cc2)no1)NCc1ccco1 | i
CCOc1ccc(-c2nc(CSc3nc(-c4ccc(OC)cc4)cc(=O)[nH]3)c(C)o2)cc1 | i
CCNC(=O)C1CCN(c2nc(C)cc(C3CCC3)n2)C1 (stereo not given) | i
O=C(c1ccc[nH]1)N1CCCC(N2CCN(c3ccccc3F)CC2)C1 (stereo not given) | i
O=c1c(NC2CC2)c(-c2ccc3c(c2)CCCC3)c1=O | i
O=C(O)C1(Cc2ccccc2Cl)CCN(c2ncnc3nc[nH]c23)CC1 | i
CCCn1ccnc1CN1CCC2(CC1)C(=O)NCCCN2C | i
CN1C(=O)CCC1CNc1nccc(CCC(F)(F)F)n1 (stereo not given) | i
CCCCN(Cc1ccco1)C(=O)c1cn(CC)c2nc(C)ccc2c1=O | i
COC(=O)c1sc2ccccc2c1S(N)(=O)=O | i
CCCc1cc(=O)n2[nH]c(CNc3ccc(C)cc3C)nc2n1 | i
COc1ccc(-c2nccn2CCN2CCCCC2)c(OC)c1OC | i
Cc1cccc(C)c1NC(=O)CN1CCN(Cc2ccccc2F)S1(=O)=O | i
CCOc1cc(-c2nc(C(N)=O)c3c(n2)n(-c2ccc(F)cc2)c(=O)n3C)ccc1OC(C)C | i

6 of the compounds above, as a markdown table.
| SMILES | FECH inh |
| --- | --- |
| CC(C)c1ccc(S(=O)(=O)NCc2nc3cccnc3n2Cc2ccccc2Cl)cc1 | i |
| Cc1cc(C)n(C2CCN(C(=O)c3cn4c(n3)CNCC4)C2)n1 (stereo not given) | i |
| CCCNC(=O)C1CCC(Cn2c(=O)c3sccc3n(CC(=O)N3CCCCCC3)c2=O)CC1 (stereo not given) | i |
| c1coc(CCNc2ncnc3oc4c(c23)CCCC4)c1 | i |
| NC(=O)c1cccc(CC2CCN(C(=O)CCOc3ccccc3)C2)c1 (stereo not given) | i |
| Cc1cccc(CN2CCN(CC(=O)Nc3ccc(F)cc3)S2(=O)=O)c1 | + |

Remaining list, next part.
SMILES | FECH inh
COC(=O)c1cc(CN2CCCN(c3ccc(F)cc3)CC2)cs1 | i
O=C(CSc1nc(-c2ccc3c(c2)OCO3)nc2cc(=O)[nH]n12)NCc1nc2ccccc2[nH]1 | i
COc1ccc(CNC(=O)NCCc2nc3cccnc3n2Cc2ccccc2)cc1 | i
Cc1cc(=O)n2[nH]c(NCc3ccc(C(=O)Nc4ccc(C)c(C)c4)cc3)nc2n1 | i
Cc1cc(C)cc(OCCN(C)C(=O)c2nc3cccc(C)n3c2F)c1 | i
O=S(=O)(NCc1nc2cccnc2n1Cc1ccccc1Cl)c1ccc2c(c1)CCCC2 | i
Cc1cc(C(=O)NC(CC(C)C)c2ncnn2C)nc(C)n1 (stereo not given) | i
Cc1ccc(NC(=O)CN2CCN(Cc3cc(C)ccc3C)S2(=O)=O)cc1 | i
CCN(CC)c1ncc(NS(=O)(=O)c2cccc(Cl)c2C)cc1C(=O)O | i
COc1ccc(-n2ccnc2C2CC(=O)Nc3c2cnn3CCC(C)C)cc1 (stereo not given) | i
Cc1ccc(C)c(S(=O)(=O)N2CCC(n3c(C(F)(F)F)nc4cccnc43)CC2)c1 | i
CCc1ccc(C2=C(C)C(=O)N(CC(=O)Nc3c(F)cc(F)cc3Br)S2(=O)=O)cc1 | i
O=C(C1CCCO1)N1CCC2(CC1)NCCc1[nH]cnc12 (stereo not given) | i
Cc1nc2c(C(=O)Nc3c(C)cnn3Cc3ccccc3Cl)cccc2[nH]1 | i
CCNc1ncc(CN2CCC(C(=O)N3CCCC3)CC2)cn1 | i
O=C1CCS(=O)(=O)N1c1ccc(S(=O)(=O)NCCc2ccccc2F)cc1 | i
Cn1ccnc1CN(Cc1cc(=O)n2c3c(cccc13)CCC2)C1CC1 | i
O=C(c1cncc(-c2ccc(F)cc2Cl)n1)N1CCCCC1 | i
CC(=O)Nc1ccc(Cl)c(C(=O)NC(c2ccncc2)c2ccccc2C)c1 (stereo not given) | i
CC(NC(=O)CCNc1ccccc1-c1nn[nH]n1)c1ccccc1 (stereo not given) | i
COc1cccc(C(=O)NC2CC(=O)N(c3ccc(F)cc3)C2)c1OC (stereo not given) | i
O=C(O)C1CN(c2ccc3cccc(Cl)c3n2)CCN1 (stereo not given) | i
C=CCN(CC#Cc1ccccc1)C(=O)c1cnccc1C | i
Cc1cc(C)n(CCNC(=O)CC(=O)Nc2ccccc2C)c(=O)n1 | i
CN1CC(=O)N(CC(=O)N2CC=C(c3ccccc3)CC2)c2ccccc2C1=O | i
CCCCS(=O)(=O)N1C[C@@H]2CN(C(=O)C3CC3)C[C@]2(C(=O)O)C1 | i
CC(C)c1ccc(NC(=O)CSc2nc(-c3ccc4c(c3)OCO4)nc3cc(=O)[nH]n23)cc1 | i
O=C(Nc1cnc2n1CCCC2)C1CCOC1 (stereo not given) | i
Cc1ccc(NS(=O)(=O)c2ccc3c(c2)CCN3C(=O)CCC(=O)N2CCOCC2)cc1C | i
CN(Cc1cc(-c2ccncc2)no1)Cc1cnc(N(C)C)s1 | i

Reformatted tab-delimited: part of the list above
mol	FECH inh
O=C(c1cncc(-c2ccc(F)cc2Cl)n1)N1CCCCC1	i
C=CCN(CC#Cc1ccccc1)C(=O)c1cnccc1C	i
O=C(Nc1cnc2n1CCCC2)C1CCOC1 (stereo not given)	i
CC(NC(=O)CCNc1ccccc1-c1nn[nH]n1)c1ccccc1 (stereo not given)	i
CN1CC(=O)N(CC(=O)N2CC=C(c3ccccc3)CC2)c2ccccc2C1=O	i

New compounds follow
SMILES | FECH inh
Cc1cc(C)n(CC2(CNC(=O)c3cc(CC(C)C)nn3C)CC2)n1 | i
CCn1c(=O)n(Cc2ccc(Cl)cc2)c(=O)c2cnc(-c3ccc(OC)cc3)nc21 | i
COc1ccc(S(N)(=O)=O)cc1-c1noc(C)n1 | i
O=C(c1n[nH]c2c1CCCC2)N1CCC(c2[nH]ncc2-c2ccccc2)CC1 | i
Cc1cc(C)n2nc(CN(C(=O)Cc3ccccc3)c3ccc(Cl)cc3)nc2n1 | i
CCc1c(C)nc2ncnn2c1Sc1ccc(NC(=O)Cc2cccs2)cc1 | i
CCOc1ccc(S(=O)(=O)NCc2nc3cccnc3n2Cc2ccc(C)cc2)cc1 | i
CCC(NC(=O)c1cnc(-c2cccnc2)nc1)c1nc(C)c(C)s1 (stereo not given) | i
O=C(NCCc1ccccc1)C1CCN(c2ccc(-c3cccs3)nn2)CC1 | i
